Screens deposited in PubChem by several laboratories.
ABCB6 inh MLPCN: ABCB6 transporter inhibitors, primary screen, K562-ABCB6 cells, flow cytometry, MLPCN library; ATP-binding cassette sub-family B member 6 (Homo sapiens), Q9NP58; K562-ABCB6 porphyrin accumulation, 1 h; active compounds read low; fluorescence ratio to DMSO, % at 10 µM; 0.19% of 360,000 active;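 active = fluorescence ratio to DMSO below 75%, the collection mean minus 3 SD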;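 note: signal is porphyrin accumulated inside mitochondria; 100% equals median channel fluorescence of DMSO control wells; lower ratio means ABCB6 inhibition with less porphyrin fluorescence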
Target sequence (Q9NP58 whole entry, looked up): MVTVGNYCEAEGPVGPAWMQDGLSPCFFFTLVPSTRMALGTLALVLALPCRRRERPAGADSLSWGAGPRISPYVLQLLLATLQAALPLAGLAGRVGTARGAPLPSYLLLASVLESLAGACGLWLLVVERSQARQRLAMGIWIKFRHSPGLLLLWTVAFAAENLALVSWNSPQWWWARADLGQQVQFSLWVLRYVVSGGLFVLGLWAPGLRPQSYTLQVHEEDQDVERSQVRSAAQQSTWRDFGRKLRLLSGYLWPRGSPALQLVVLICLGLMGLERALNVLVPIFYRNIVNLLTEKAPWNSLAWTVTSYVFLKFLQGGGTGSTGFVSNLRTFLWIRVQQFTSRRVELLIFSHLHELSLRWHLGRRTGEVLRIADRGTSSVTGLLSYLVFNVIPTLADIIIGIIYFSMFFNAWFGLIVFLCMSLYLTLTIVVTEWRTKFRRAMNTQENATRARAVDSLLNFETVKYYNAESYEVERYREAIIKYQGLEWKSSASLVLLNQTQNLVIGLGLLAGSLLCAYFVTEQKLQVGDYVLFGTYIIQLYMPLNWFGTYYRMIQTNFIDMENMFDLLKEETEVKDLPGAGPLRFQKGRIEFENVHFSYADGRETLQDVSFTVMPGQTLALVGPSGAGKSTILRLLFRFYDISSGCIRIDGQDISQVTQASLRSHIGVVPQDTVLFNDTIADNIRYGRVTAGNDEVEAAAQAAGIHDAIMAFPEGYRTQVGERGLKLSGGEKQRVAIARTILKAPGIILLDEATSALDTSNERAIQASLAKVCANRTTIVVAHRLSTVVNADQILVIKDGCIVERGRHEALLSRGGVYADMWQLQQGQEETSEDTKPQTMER
H9c2 protect: cardioprotection against H2O2-induced cell death, primary screen, uHTS, H9c2 cells, ATPLite luminescence | H9c2 cardiomyocytes, H2O2 injury protection, 2 h | AID 588492, 2011 | protection from H2O2 cell death, % at 20 µM | 0.63% of 360,000 active;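 active = compounds giving at least 50% protection of heart cells from peroxide-induced death in the single-dose screen, raw or plate-pattern-corrected value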;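 note: 0% = DMSO wells with peroxide and 100% = DMSO wells without peroxide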
MC4R ag barr: MC4R agonists recruiting beta-arrestin, primary screen, cell-based, luminescence, agonist arm of biased-ligand search. Melanocortin receptor 4 (Homo sapiens), P32245. U2OS MC4R beta-arrestin complementation; percent of melanotan II response, DMSO zero. activation, % at 8.9 µM. 0.98% of 360,000 active;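 active = activation above a per-plate cutoff, the mean activation of sample wells on that plate plus 3 SD, cut at about 8% in these data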
ABHD5-PLIN5 inh: ABHD5-PLIN5 interaction inhibitors, primary screen, cell lysate, split luciferase complementation, luminescence. 0.78% of 360,000 active. Perilipin-5 (Homo sapiens) + 1-acylglycerol-3-phosphate O-acyltransferase ABHD5 (Homo …. AID 602281, 2012. Split G. princeps luciferase complementation, 4 h. inhibition, % at 4 µM;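 active = inhibition above the mean inhibition across every tested compound plus 3 SD, cut at about 22% in these data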;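 note: 0% = DMSO only wells and the 100% control is not disclosed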
HTR2A ag: mouse Htr2a agonists via beta-arrestin recruitment, primary screen, cell-based, luminescence; activation, % at 7.6 µM; 0.66% of 360,000 active; CHO-K1 mHTR2A beta-arrestin complementation; percent of 30 µM serotonin response; 5-hydroxytryptamine receptor 2A (Mus musculus), P35363;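 active = activation above a run cutoff, the mean activation of all tested compounds plus 3 SD, cut at about 14% in these data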;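 note: 0% = plate median of compound wells and 100% = 30 µM serotonin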
iPSC survival up: enhancers of single-cell hiPSC survival, primary screen, ATPlite luminescence | 100% = ROCK inhibitor wells, 0% = DMSO | 0.044% of 360,000 active | survival enhancement, % at 20 µM; in the data active = survival enhancement above about 18%;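 note: cells exposed to compounds for 16 hours before the ATP read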
MC4R antagonist: MC4R antagonists of cAMP signaling, primary screen, cell-based, TR-FRET, antagonist arm of biased-ligand search; Melanocortin receptor 4 (Homo sapiens), P32245; inhibition, % at 6.5 µM; AID 540295, 2011; MC4R-expressing cells, MTII-stimulated cAMP, LANCE TR-FRET; 0.48% of 360,000 active;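 active = inhibition above its plate's cutoff, the mean of tested wells on that plate plus 3 SD, cut at about 29% in these data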;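 note: 0% = Melanotan II alone and 100% = Melanotan II plus saturating MCL0020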
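Assay system: human MC4R-expressing U2OS cells; reagent: Melanotan II stimulation of cells; dosing: 6.5 µM single dose; timing: compound 30 min, challenge 1 h, detection 1 h; signal: TR-FRET cAMP assay; replicates: one well per compound, no replicates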
Glyco luc inh: increase of ERlucT glycosylation luciferase signal, primary screen, N-linked glycosylation inhibitor project, D54 ERlucT cells, luminescence, set 2. D54 ERlucT glycosylation luciferase reporter, 24 h; percent of 100 nM tunicamycin response. reporter increase, % at 12.5 µM. 0.23% of 360,000 active. AID 588692, 2011;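 active = mean luciferase reporter signal, scaled so untreated is 0 and the glycosylation-blocking control 100, at or above a set limit in every replicate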;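 note: luciferase carries N-glycosylation sites so blocking glycosylation raises the light; 0% = median of neutral control wells and 100% = median of 100 nM tunicamycin wells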
Granule exo inh: LAMP-1 surface exposure blockers, TALL-104 cells – cell-based, flow cytometry, MLPCN library, primary screen; 0.66% of 360,000 active; TALL-104 LAMP-1 surface exposure; cells stimulated with thapsigargin and PMA; inhibition, % at 10 µM; AID 651702, 2012;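 active = inhibition above about 55%, limit read from the data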
aDG glyco up: activators of alpha-DG glycosylation, primary screen, uHTS, Pro5-aDG cells, AlphaScreen; alpha-DG glycosylation AlphaScreen (IIH6); 0% Pro5, 100% B10-LARGE cell signal; activation, % at 10 µM; 0.22% of 360,000 active;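 active = activation of at least 8% versus controls, or a plate z-score of at least 8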;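 note: Pro5 are CHO cells carrying HIG-tagged alpha-DG that lacks glycosylation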
An asterisk follows results filed as active; . = not tested or not shown; & = joins results of further samples. An unsorted share of the library. Share with any hit: about 4.5%.

SMILES	ABCB6 inh MLPCN	H9c2 protect	MC4R ag barr	ABHD5-PLIN5 inh	HTR2A ag	iPSC survival up	MC4R antagonist	Glyco luc inh	Granule exo inh	aDG glyco up
O=C(CC(CC(=O)c1ccccc1)c1ccccn1)c1ccccc1	98	11	0.8	13	-5	2.2	-3	0	1	-0.1
C#CCN(C[C@@H]1[C@@H](OC(=O)NC2CC2)[C@@H](OC(=O)NC2CC2)CN(C(=O)OC(C)C)N1C(=O)OC(C)C)S(=O)(=O)c1ccc(C)cc1	94	-2	2.6	3	1	0.3	5	-2	11	0.1
c1ccc2c(c1)CCCN2c1nc2ccccc2n2cnnc12	146	54*	2.3	4	7	-0.1	-3	1	-5	-0.2
CCOC(=O)CSc1nnc(Cc2ccccc2)n1-c1ccc(C)cc1	89	0	-1.1	-4	-2	4.8	6	-2	2	0.3
CCCCCN(C(=O)CN1CCC(Cc2ccccc2)CC1)c1c(N)n(CCCC)c(=O)[nH]c1=O	103	4	-4.4	-6	-4	-1.5	1	-3	-2	-0.3
Cc1ccc(CNC(=O)C2(C)CCN2C(=O)Cc2ccc(C(C)(C)C)cc2)cc1 (stereo not drawn)	94	-5	2.8	-7	-1	-0.5	-1	-1	-3	0.1
O=C(CSc1ccc2nnc(-c3cccc(F)c3)n2n1)NCc1ccco1	97	6	1.2	4	1	0.1	0	0	-2	0.2
COCCNC(=O)C1(C)CCCN(Cc2c(C)nn(-c3ccccc3)c2C)C1 (stereo not drawn)	97	-1	-1.0	6	3	-1.7	6	3	-2	-0.2
CC(C)CN1C(=O)NC2(CCCc3ccccc32)C1=O (stereo not drawn)	92	2	-3.2	-2	-1	-0.1	10	2	-5	-0.1
COc1cc2c3nnc(-c4ccc(F)cc4)c-3cn(Cc3ccccc3)c2cc1OC	547	-33	1.5	-2	25*	-2.7	5	-17	9	0.4
CC(=O)c1ccc(-n2c(CCC(=O)O)ccc2-c2cccs2)cc1	100	12	-1.8	32*	-5	2.2	13	-8	-3	-0.2
CC(C)Nc1ncnc2ccc(Br)cc12	94	-16	-2.1	-3	1	-0.1	7	-13	3	3.7
Cn1c(CN2CCOCC2)nnc1SCC(=O)Nc1ccc2c(c1)OCCO2	91	3	1.5	8	5	0.6	10	1	-1	-0.1
COc1ccc(Cl)cc1NC(=O)[C@@H]1CCCN1C(=O)c1cccs1	94	3	-2.5	0	1	1.2	1	1	-7	0.5
COc1ccc(C(c2nnnn2C(C)(C)C)N2CCN(C(=O)c3ccco3)CC2)cc1 (stereo not drawn)	94	-4	-0.8	0	-9	0.3	5	0	-30	0.0
O=S(=O)(c1ccc(Cl)c(C(F)(F)F)c1)N1CCN(c2ccccn2)CC1	96	-2	7.3	0	0	0.0	8	2	9	-0.1
O=C(NCc1nc2ccccc2[nH]1)C1=C[C@@H](C2CC2)C[C@@H](OCc2ccc(CO)cc2)O1	93	-2	0.3	0	-5	4.8	-2	-2	-15	0.2
O=[N+]([O-])c1cccnc1Sc1n[nH]c(-c2ccc(Cl)cc2)n1	101	6	-2.0	-2	0	-0.1	2	1	-2	0.0
COc1ccc2c(CC(=O)OCC(=O)Nc3ccc(C)cc3)coc2c1	97	-1	-3.4	-3	6	0.8	7	2	0	0.1
C=Cc1c(C)c2cc3[nH]c(cc4nc(cc5nc(cc1[nH]2)C(C)=C5CCC(=O)O)C(CCC(=O)O)=C4C)c(C)c3C=C	101&99	19&9	-0.9&-1.7	6&13	-1&7	-2.2&0.0	3&7	1&-3	8&-2	73*
CN(C)c1ccc(C2Nc3ccccc3C(=O)N2CCCN2CCOCC2)cc1 (stereo not drawn)	102	3	1.1	-8	1	-0.1	16	-1	1	0.1
O=C(CCCCCNC(=O)N1CCn2c1nc1ccccc12)NCc1ccc(F)cc1	98	2	-0.8	5	13	-0.3	-5	0	-2	0.0
COC(=O)c1c(C(=O)OC)c(-c2cccc(F)c2)n2c1CS(=O)C2 (stereo not drawn)	96	-2	-1.4	-1	-2	-0.8	0	1	6	0.0
CN1C(=O)[C@@](O)(c2cn(C)c3ccccc23)c2cc(F)ccc21	.	.	.	-15	3	.	.	.	-9	1.5
COc1ccc(CNC(=O)CS(=O)CC(=O)O)cc1OC (stereo not drawn)	100	-3	-0.1	-5	3	-0.5	-1	1	-8	0.0
C#CCOCCOCCOCCNc1nc(N2CCN(C(=O)[C@H]([C@@H](C)CC)n3cc(CCCN=C(N)N)nn3)CC2)nc(N2CCN(C(=O)[C@H](CCCCN)n3cc(CCC(=O)O)nn3)CC2)n1	97	7	-0.4	-6	6	7.5	6	2	-4	0.2
O=c1c2cc(N3CCOCC3)ccc2[nH]c(=S)n1CCCN1CCCCCC1	100	-1	-1.9	-3	-2	-1.2	6	-5	6	-0.3
CN(C)S(=O)(=O)c1ccc(N2CCCC2)c(C(=O)Nc2cccc(F)c2)c1	95	-2	0.1	9	5	-0.4	3	49*	-1	-0.2
CCn1cc(C2=NOC(C(=O)Nc3ccccc3C(=O)OC)C2)c(C)n1 (stereo not drawn)	99	6	-1.7	3	3	-1.2	3	0	4	0.3
O=C1CCCC(=NCc2ccco2)C1	98	-1	-2.0	6	3	1.1	-5	-1	-3	0.4
CCOC(=O)N1CCN(C(=O)CSc2nnc(Cc3cccn3C)n2CCc2ccccc2)CC1	97	4	0.2	0	1	0.4	0	5	-2	1.2
CCCNC(=O)CN1C(=O)c2ccccc2Sc2ncccc21	94	-1	-2.6	0	-4	0.6	3	0	7	0.0
COc1cccc(-c2ccc(NC(=O)C3CCCN(Cc4cnn(C)c4)C3)cc2)c1 (stereo not drawn)	93	3	-4.2	1	-9	-0.6	11	1	-2	0.3
COC(=O)COc1ccc(Oc2nc(SC)nc(N(C)C)n2)nn1	95	6	-0.8	4	-1	1.9	12	1	-3	-0.1
COC(=O)Cc1cc(=O)n2[nH]c(C(F)(F)F)nc2n1	97	11	0.5	1	4	3.6	-1	1	0	0.0
CCOC(=O)CN1C(=O)S/C(=C/c2ccc(OC)c([N+](=O)[O-])c2)C1=O	100	18	-3.2	0	4	4.3	11	1	-3	-0.2
CCOc1ccc(NC(=O)CSc2ccc(-c3ccco3)nn2)cc1	104	0	0.0	7	12	-0.3	4	3	-1	0.6
O=S(=O)(CCN1CCSCC1)c1ccc(Cl)cc1	92	2	-0.7	-5	0	-0.3	2	-2	-10	-0.1
CC(C)(C)NS(=O)(=O)c1ccc(NC(=O)C2CC(=O)N(CCc3ccc(F)cc3)C2)cc1 (stereo not drawn)	93	-3	-0.5	-1	-7	0.3	9	-2	4	0.0
Cc1ccc(NC(=O)COC(=O)c2ccn(C)n2)cc1	93	-2	-0.3	-2	1	0.9	4	1	-1	0.1
Cc1c(NC(=O)c2ccc(-c3ccc([N+](=O)[O-])cc3Cl)o2)c(=O)n(-c2ccccc2)n1C	94	-2	4.3	5	5	1.5	-8	-1	4	0.1
COc1ccc(-n2c(=O)c3ccccc3n(CC(=O)NCc3ccco3)c2=O)cc1	96	14	1.5	11	8	1.3	-1	-2	15	0.4
CC(=O)c1c(C)[nH]c(C(=O)OCC(=O)c2ccc(Br)cc2)c1C	95	-22	1.4	-7	-2	1.2	10	1	-1	0.9
COc1ccc(NC(=O)CS(=O)CC(=O)Nc2ccc(OC)c(OC)c2)cc1 (stereo not drawn)	96	5	1.0	3	4	-0.6	2	3	-9	0.0
COc1ccc(NC(=S)Nc2ccc(F)cc2)cc1	99	0	0.5	-2	-2	-0.6	16	1	-3	-0.2
S=C(Nc1ccccc1)Nc1ccc(Cl)cn1	95	-2	-1.4	-2	2	1.4	-3	3	-4	0.0
COc1cc(C2C3C(=O)N(c4ccccc4)C(=O)C3ON2c2ccccc2)cc(OC)c1OC (stereo not drawn)	97	13	-0.8	-3	1	2.9	7	1	-1	-0.3
O=C(Nc1cccc(-c2ccc3nncn3n2)c1)C(F)(F)F	100	15	-2.4	-1	2	-0.6	1	3	-5	0.2
O=C(CCCN1Cc2ccccc2C1)c1ccc(F)cc1	104	-1	-1.7	3	-7	-1.4	-3	-5	-6	0.1
O=C(Nc1ccc(N2CCOCC2)nc1N1CCOCC1)c1cccc(C(F)(F)F)c1	100	0	0.2	0	-3	-0.1	11	5	-1	0.1
Going on with the list.
SMILES	ABCB6 inh MLPCN	H9c2 protect	MC4R ag barr	ABHD5-PLIN5 inh	HTR2A ag	iPSC survival up	MC4R antagonist	Glyco luc inh	Granule exo inh	aDG glyco up
Cc1nc(SCC(=O)N(C)C2(C#N)CCCCC2)c2ccccc2n1	106	0	-2.1	-4	-3	0.7	6	-1	20	1.3
O=C(c1ccoc1)N1CCC2(CC1)Oc1ccc(Cl)cc1C(=O)C21CC(c2ccc(Cl)cc2)=NO1 (stereo not drawn)	99	2	-1.2	9	5	-0.2	5	-4	-7	0.7
CCc1ccc(NC(=O)CN(C)S(=O)(=O)c2ccc3[nH]c(=O)oc3c2)cc1	107	-7	-2.5	-4	2	-0.5	4	2	-2	-0.4
COCCCNS(=O)(=O)c1cc2c3c(c1)C(C)C(=O)N3CCC2 (stereo not drawn)	103	-2	-3.1	-1	4	-0.4	13	-1	0	-0.1
CC1(C)OC(=O)C(=NNc2ccccc2)C(=O)O1	100	0	-1.4	3	3	1.1	-5	-4	-1	0.0
CCc1ccc(OCC(=O)Nc2nnc(C3CCCC3)s2)cc1	100	-1	1.3	0	-2	-0.3	3	-1	-3	-0.3
O=C(NCCN1CCOCC1)c1cc(-c2ccc(Cl)cc2)on1	99	-5	0.6	0	-3	-0.4	2	-2	1	0.1
C/C(=N\NC(=O)Nc1ccccc1)c1ccc2ccccc2c1	102	-8	21*	0	-4	-1.1	0	3	3	-0.1
C[C@H](NC(=O)c1nc[nH]c1C(=O)N[C@@H](Cc1ccccc1)C(=O)OCc1ccccc1)C(=O)OCc1ccccc1	102	6	-0.1	-4	-2	2.9	25	4	1	0.1
O=c1c(Cl)nc2cc(Cl)ccc2n1CCNc1ncc(C(F)(F)F)cc1Cl	87	-7	2.9	7	12	5.3	-1	3	0	0.3
O=C(CN1C2=NCCN2c2ccccc21)c1ccco1	99	5	-1.6	-8	-4	-1.9	-2	1	1	4.3
